SENP6 inh: SENP6 protease inhibition | Recombinant SENP6 catalytic domain, aminoluciferin luminescence | inhibition, % at 10 µM | 330,000 tested, 1.8% active | Q9GZR1;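 active = inhibition above about 50% at the single tested dose, limit read from the data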;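 note: plate controls were DMSO wells with enzyme for no effect and DMSO wells lacking enzyme for full effect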
SENP8 block-1: inhibitors of human SENP8 protease | Q96LD8 | 360,000 tested, 0.64% active | AID 602440 | recombinant SENP8, Nedd8 substrate fluorescence | inhibition, % at 20 µM; in the data active = inhibition mostly above about 40%, no sharp cut-off; inactive = mostly below about 27%
SENP7 block: blocks the human protease SENP7; Q9BQF6; recombinant SENP7, Z-RLRGG-aminoluciferin luminescence, 40 min; inhibition, % at 5 µM; 330,000 tested, 1.5% active; AID 434973;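 active = inhibition above about 50% at the single test dose, limit read from the data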;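 note: plate controls were DMSO with enzyme for no effect and no enzyme buffer wells for full effect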
PfGluPho inh: PfG6PD (Plasmodium falciparum) enzyme inhibition. inhibition, % at 20 µM. AID 504690. PfGluPho enzyme, NADPH resazurin-diaphorase fluorescence. 350,000 tested, 0.78% active;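 active = inhibition reaching at least a set limit at 20 µM in the primary screen, cut at about 59% in these data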;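 note: 0% = DMSO wells with substrate and 100% = DMSO wells lacking glucose-6-phosphate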
SENP8 block-2: inhibitors of human SENP8 protease; purified SENP8, Z-RLRGG-aminoluciferin cleavage, luminescence; inhibition, % at 10 µM; 330,000 tested, 1.2% active; AID 2540; in the data active = inhibition above about 50%
HKDC1 inhibitor: blocks human hexokinase HKDC1 activity | Q2TB90 | inhibition, % at 20 µM | recombinant HKDC1, G6PDH/diaphorase resazurin coupled fluorescence | 340,000 tested, 0.16% active;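 active = inhibition above about 35% when tested at 20 µM, limit read from the data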;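 note: plate controls were DMSO wells with enzyme for no effect and DMSO wells lacking enzyme for full effect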
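System: Recombinant HKDC1 hexokinase | Amount: HKDC1 at 5 µg/mL | Reagent: Glucose with 1 mM ATP | Doses: Single 20 µM dose | Incubation: Reaction time 90 min, room temperature, protected from light | Signal: Coupled resazurin fluorescence, excitation 525 nm, emission 613 nm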
Apaf1 inhib: blocks human Apaf-1 apoptosome activity; O14727; reconstituted apoptosome caspase-3 activity, DEVD-Rh110 fluorescence; inhibition, % at 20 µM; 330,000 tested, 0.71% active; AID 489030; active = inhibition of at least 40% at 20 µM;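 note: plate controls were DMSO wells for no effect and DEVD-CHO caspase inhibitor wells for full effect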
Target sequence (O14727 whole entry, looked up): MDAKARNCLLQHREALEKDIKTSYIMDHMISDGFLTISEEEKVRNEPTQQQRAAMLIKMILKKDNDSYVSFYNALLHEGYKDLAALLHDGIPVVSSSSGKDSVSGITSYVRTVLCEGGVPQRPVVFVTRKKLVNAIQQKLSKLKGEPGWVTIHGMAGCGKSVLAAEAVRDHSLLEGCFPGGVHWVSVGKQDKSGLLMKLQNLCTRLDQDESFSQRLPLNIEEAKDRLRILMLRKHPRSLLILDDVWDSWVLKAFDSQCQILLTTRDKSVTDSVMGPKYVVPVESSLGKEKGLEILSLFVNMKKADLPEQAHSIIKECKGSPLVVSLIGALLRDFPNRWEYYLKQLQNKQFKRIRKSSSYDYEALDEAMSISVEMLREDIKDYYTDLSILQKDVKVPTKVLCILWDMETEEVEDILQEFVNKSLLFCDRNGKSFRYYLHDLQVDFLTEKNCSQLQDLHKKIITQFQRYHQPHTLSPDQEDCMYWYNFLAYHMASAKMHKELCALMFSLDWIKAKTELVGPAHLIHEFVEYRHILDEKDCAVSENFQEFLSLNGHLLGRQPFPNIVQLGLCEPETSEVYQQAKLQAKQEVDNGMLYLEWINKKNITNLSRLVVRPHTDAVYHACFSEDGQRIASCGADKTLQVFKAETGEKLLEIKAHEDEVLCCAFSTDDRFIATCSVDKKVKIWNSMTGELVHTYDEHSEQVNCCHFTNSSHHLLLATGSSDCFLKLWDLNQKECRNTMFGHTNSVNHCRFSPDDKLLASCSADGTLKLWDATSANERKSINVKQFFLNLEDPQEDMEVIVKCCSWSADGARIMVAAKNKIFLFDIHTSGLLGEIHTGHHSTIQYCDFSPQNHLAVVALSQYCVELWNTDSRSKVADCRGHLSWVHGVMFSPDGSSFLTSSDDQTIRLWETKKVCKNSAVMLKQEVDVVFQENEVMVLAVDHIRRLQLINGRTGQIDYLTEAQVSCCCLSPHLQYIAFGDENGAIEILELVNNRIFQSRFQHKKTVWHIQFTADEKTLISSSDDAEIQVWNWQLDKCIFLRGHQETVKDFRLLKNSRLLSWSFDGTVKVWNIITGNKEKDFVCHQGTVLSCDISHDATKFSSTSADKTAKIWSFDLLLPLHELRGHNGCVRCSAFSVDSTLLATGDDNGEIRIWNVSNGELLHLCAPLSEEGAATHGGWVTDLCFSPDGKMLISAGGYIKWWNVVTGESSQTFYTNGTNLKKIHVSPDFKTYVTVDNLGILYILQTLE
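System: reconstituted apoptosome with Apaf-1, cytochrome c, caspase-9, procaspase-3, dATP; Signal: Rh110 fluorescence intensity; Schedule: 30 min compound preincubation, 50 min activation, room temperature; Reagent: cytochrome c trigger plus (Z-DEVD)2-Rh110 caspase-3 substrate.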
SENP1 inh: inhibitors of human SENP1 SUMO protease catalytic domain. Q9P0U3. recombinant SENP1 catalytic domain, CyPet-SUMO1-YPet FRET cleavage. inhibition, % at 10 µM. 360,000 tested, 0.21% active;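 active = inhibition at least 30% at 10 µM, raw YFP signal under a set limit, fluorescence ratio 0.5 to 1.5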;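 note: 0% = enzyme with DMSO and 100% = no enzyme wells; some results filed as inactive read as strong as hits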
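material = recombinant human SENP1 catalytic domain, His6-tagged | quantity = 20 pM enzyme | reagent = 25 nM SUMO1 FRET substrate | compound dosing = 10 µM single point, 0.5% DMSO | timing = 50 min enzyme reaction, room temperature, light-protected | detection = FRET, CFP and YFP emission | control set = no-enzyme low, enzyme-DMSO high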
NALP3 yeast inh: inhibitors of NALP3 inflammasome in yeast | inhibition, % at 10 µM | Yeast reconstituted NLRP3/ASC/caspase-1, beta-gal luminescence, 24 h | 330,000 tested, 0.39% active;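 active = inhibition of 50% or more; inactive = inhibition below 50%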;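 note: plate controls were induced DMSO wells for no effect and uninduced yeast grown without galactose for full effect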
Active calls of the source: *; x = no result given. Compounds were not picked by outcome; about 4.1% have a hit in one of these screens.

SMILES | SENP6 inh | SENP8 block-1 | SENP7 block | PfGluPho inh | SENP8 block-2 | HKDC1 inhibitor | Apaf1 inhib | SENP1 inh | NALP3 yeast inh
COc1cc(CNCc2cccs2)ccc1OCC(=O)NC(C)(C)C | -17 | 14 | -8 | -7 | 0 | -7 | 9 | 1 | 7
[O-][n+]1c2c(nn1-c1ccccc1Cl)-c1nonc1CC2 | -5 | 6 | 5 | 4 | -5 | 11 | -9 | 1 | 8
O=C(COC(=O)c1ccccn1)Nc1ncc(C(F)(F)F)cc1Cl | -14 | 14 | 1 | -2 | 23 | 10 | 0 | -7 | 7
C=C(CCO)C1=CCN(S(=O)(=O)C(C)(C)C)[C@H]1CCO | x | 14 | x | 1 | x | -6 | x | 0 | x
CN(C)/C=N/c1[nH]ncc1C#N | -7 | 3 | 3 | -14 | 2 | -10 | -3 | 0 | 10
Cc1ccc2[nH]c(=O)c(CN(Cc3cccs3)C(=S)NCc3ccco3)cc2c1 | 11 | -40 | 2 | 12 | 6 | -5 | 23 | -3 | 9
Cc1ccc(S(=O)(=O)N2CCC(C(=O)OCC(=O)N3CCc4ccccc43)CC2)cc1 | 4 | 12 | 7 | -3 | 2 | -9 | 16 | -1 | 8
C=COCCNC(=O)C1CC(=O)N(c2ccc(C)cc2)C1 (stereo not given) | -11 | 20 | 2 | 5 | 2 | -7 | -3 | 2 | -1
COc1cccc(Nc2nc(-c3sc(NC(=O)c4ccccc4)nc3C)cs2)c1 | 59* | -88 | 40 | 25 | 35 | -11 | 8 | -19 | 18
O=S(=O)(c1ccc(Br)s1)N1CCNCC1 | -8 | 22 | 11 | 11 | 5 | -4 | -20 | 0 | -6
COc1ccc(S(=O)(=O)N2CCN(c3ccccc3)CC2)cc1C(=O)N1CCCC1 | 0 | 15 | 12 | 5 | -6 | -4 | 4 | 1 | 4
Cc1ccc(NC(=O)CN(C)CC(=O)N(C)Cc2ccccc2)cc1 | 13 | 12 | 1 | -7 | 12 | -1 | -6 | 1 | 15
CCOC(=O)c1c(NC(=O)CSc2nnc(N)s2)sc(C)c1-c1ccc(C)cc1 | -1 | 22 | -4 | -16 | -2 | 1 | 16 | 0 | -10
O=C(c1cc([N+](=O)[O-])ccc1N1CCOCC1)N1CCCCC1 | -20 | 15 | 0 | 2 | -4 | -7 | -16 | 2 | 2
CC(=O)c1cccc(CN2CCN(CC(C)C)C(CCO)C2)c1 (stereo not given) | -5 | 0 | -1 | -12 | 1 | 1 | -8 | 3 | 3
O=C1CC(=O)CC(c2ccco2)C1 | -8 | 28 | 6 | -11 | -7 | 2 | -8 | 2 | 8
O=C(NCc1cccs1)c1csc2ccccc12 | 7 | 4 | -5 | 25 | -6 | -10 | -11 | -2 | 24
O=C(N/N=C/c1ccccc1O)c1cc[n+]([O-])cc1 | 11 | 14 | 7 | -49 | 3 | -25 | -1 | 10 | 12
O=C(CCCN1C(=O)c2ccccc2C1=O)Nc1ccc(S(=O)(=O)N2CCCCC2)cc1 | 4 | 4 | 0 | -14 | -2 | -7 | 2 | 2 | -9
COc1cccc(OCc2nc3ccccc3[nH]2)c1 | 67* | 25 | 74* | -13 | 65* | 10 | 14 | 4 | 32
COc1ccccc1NC(=O)N(CCCN1CCOCC1)Cc1cc2cc3c(cc2[nH]c1=O)OCO3 | 12 | -339 | 2 | -2 | 0 | 6 | 5 | 0 | 16
CN(C(=O)c1cccc(NC(=O)Cc2cccc([N+](=O)[O-])c2)c1)C1CCC1 | -3 | 12 | -4 | 4 | 6 | -3 | 8 | 2 | 2
Cc1cccc(C)c1NC(=O)CN(C)C(=O)c1cc([N+](=O)[O-])ccc1N1CCOCC1 | 1 | 6 | -10 | 26 | -3 | -7 | -2 | 0 | -1
COc1ccc(-c2nc(CS(=O)(=O)CC(=O)NCc3ccccc3OC)c(C)o2)cc1 | -2 | 2 | 10 | 0 | -5 | -3 | 12 | 1 | 7
O=C(NCc1cccs1)C(=O)NCC(c1ccco1)N1CCN(c2ccc(F)cc2)CC1 (stereo not given) | 15 | -180 | -3 | 18 | 8 | 1 | -1 | 2 | 17
CCN(CC)CCCNC(=O)c1cc2c(=O)n(CC)c3ccccc3c2s1 | 17 | -270 | 9 | 19 | 6 | 4 | 6 | -5 | -9
O=C1O/C(=C\c2ccccc2)c2ccccc21 | -2 | -35 | 49 | 11 | 36 | 6 | 4 | 1 | 29
CN1CCS/C1=C\C=C1/SC(=S)N(CC(=O)O)C1=O | x | 23 | x | -3 | x | -6 | x | 68* | x
CCN(Cc1nc2ccccc2c(=O)[nH]1)Cc1cc(=O)oc2cc(OC)ccc12 | -14 | -272 | -3 | -8 | -12 | 10 | 1 | -28 | 10
Cc1nnc(-c2cnn(C)c2N)n1Cc1ccc(Cl)cc1 | -21 | 10 | 6 | -15 | 2 | -5 | 1 | 1 | 10

A different layout for some results above:
Compound	SENP6 inh	SENP8 block-1	SENP7 block	PfGluPho inh	SENP8 block-2	HKDC1 inhibitor	Apaf1 inhib	SENP1 inh	NALP3 yeast inh
O=C1CC(=O)CC(c2ccco2)C1	-8	28	6	-11	-7	2	-8	2	8
O=C(NCc1cccs1)c1csc2ccccc12	7	4	-5	25	-6	-10	-11	-2	24
O=C(N/N=C/c1ccccc1O)c1cc[n+]([O-])cc1	11	14	7	-49	3	-25	-1	10	12
O=C(CCCN1C(=O)c2ccccc2C1=O)Nc1ccc(S(=O)(=O)N2CCCCC2)cc1	4	4	0	-14	-2	-7	2	2	-9
COc1cccc(OCc2nc3ccccc3[nH]2)c1	67*	25	74*	-13	65*	10	14	4	32
COc1ccccc1NC(=O)N(CCCN1CCOCC1)Cc1cc2cc3c(cc2[nH]c1=O)OCO3	12	-339	2	-2	0	6	5	0	16
CN(C(=O)c1cccc(NC(=O)Cc2cccc([N+](=O)[O-])c2)c1)C1CCC1	-3	12	-4	4	6	-3	8	2	2
Cc1cccc(C)c1NC(=O)CN(C)C(=O)c1cc([N+](=O)[O-])ccc1N1CCOCC1	1	6	-10	26	-3	-7	-2	0	-1
COc1ccc(-c2nc(CS(=O)(=O)CC(=O)NCc3ccccc3OC)c(C)o2)cc1	-2	2	10	0	-5	-3	12	1	7
O=C(NCc1cccs1)C(=O)NCC(c1ccco1)N1CCN(c2ccc(F)cc2)CC1 (stereo not given)	15	-180	-3	18	8	1	-1	2	17
CCN(CC)CCCNC(=O)c1cc2c(=O)n(CC)c3ccccc3c2s1	17	-270	9	19	6	4	6	-5	-9

More entries follow:
SMILES | SENP6 inh | SENP8 block-1 | SENP7 block | PfGluPho inh | SENP8 block-2 | HKDC1 inhibitor | Apaf1 inhib | SENP1 inh | NALP3 yeast inh
Cc1onc(-c2ccccc2)c1C(=O)c1c[nH]c(C(=O)NCc2ccncc2)c1 | 12 | 10 | 2 | -2 | -4 | 2 | -4 | 0 | -1
CCOC(=O)c1ccc(NC(=O)CSc2nc3c(c(=O)n2C)SC(C)C3)cc1 (stereo not given) | -4 | -3 | -10 | 28 | -8 | -1 | 21 | 0 | -7
CCOC(=O)CSc1nnc(-c2ccco2)n1-c1ccccc1 | 1 | 15 | -5 | -14 | 2 | 3 | -13 | 1 | -1
Cc1nnc(SCC(=O)N2CCc3ccccc3C2)n1-c1ccccc1 | -6 | 10 | 0 | 10 | 0 | -9 | 3 | 0 | 14
CCCCCCCC1(C)NC(=O)N(CC(=O)Nc2cc(C)on2)C1=O (stereo not given) | 10 | 8 | 7 | -2 | 3 | 12 | 4 | 2 | 27
Cc1cc(C)n(-c2ccc(S(N)(=O)=O)cc2[N+](=O)[O-])n1 | 5 | 7 | 7 | -3 | 4 | -3 | -22 | 0 | -8
N#C/C(=C\c1ccc(N2CCOCC2)o1)C(=O)NCC1CCCO1 (stereo not given) | 11 | 28 | -3 | 21 | 0 | -11 | -3 | -25 | 27
CCSc1nnc(NC(=O)c2nc(S(=O)(=O)Cc3ccc(F)cc3)ncc2Cl)s1 | -11 | 9 | 12 | -38 | -15 | 9 | -7 | 2 | 1
CC(Sc1nnc(CC(C)c2ccccc2)n1N)C(N)=O (stereo not given) | 9 | 13 | 0 | -6 | 2 | -6 | 5 | 4 | 0
CCOCCCNC(=O)C1CCN(C(=O)Nc2ccc(C)cc2)CC1 | 0 | 28 | 6 | -4 | 3 | -9 | 0 | 2 | 22
Cc1nn(C)cc1CNC(=O)Nc1ccc(Cl)c(Cl)c1 | -6 | 9 | -2 | -7 | -15 | 5 | 2 | 1 | -12
Cc1ccc(NC(=O)CN(C)C(=O)c2ccccc2Cc2ccccc2)cc1 | 1 | 9 | -1 | 11 | 12 | 1 | 13 | 1 | 20
Cc1ccc(C(=O)N/N=C2\SCC(=O)N2c2cc(C)ccc2C)cc1 | -4 | 31 | 14 | -7 | 1 | -2 | 2 | 2 | 12
Cc1cc(C(=O)NNC(=O)c2cccc([N+](=O)[O-])c2)n[nH]1 | 12 | 13 | -1 | 13 | -8 | -4 | -5 | 2 | 12
CCNC(=O)CN1C(=O)NC(CCc2ccccc2)C1=O (stereo not given) | 2 | -6 | 4 | -14 | -3 | -7 | -1 | -2 | 20
O=C1Nc2cc(C(=O)NCCCN3CCOCC3)ccc2S/C1=C/c1cccc(Cl)c1 | 3 | -183 | -5 | -17 | -15 | 9 | 13 | -14 | 19
O=C(CNCc1ccccn1)Nc1ccc([N+](=O)[O-])cc1C(=O)Nc1ccccc1F | 22 | 21 | 2 | -8 | 4 | -16 | 5 | -4 | 28
COc1ccc(S(=O)(=O)NCCC(=O)NC2CCCCCCC2)cc1 | -6 | -1 | 2 | -6 | 0 | -10 | -2 | 0 | 16
CC(C)(C)c1ccc(Oc2ncccc2NC(=O)c2cccs2)cc1 | -18 | 14 | 9 | 5 | -1 | 0 | 13 | 1 | 25
CC(=O)N(Cc1cc(=O)[nH]c2ccccc12)c1ccc(C)cc1 | -2 | -7 | 4 | -6 | 4 | -9 | -6 | 0 | -9
COc1ccc(C2OC(=O)Cc3cc(OC)c(OC)cc32)cc1 (stereo not given) | -1 | 1 | 2 | 13 | -2 | -12 | -2 | -3 | 16
CCOc1ccc(C(=O)NCC(=O)Nc2ncccc2C)cc1OCC | -18 | -4 | -1 | -13 | 1 | 0 | 5 | 1 | -7

Source: PubChem
